From PubChem
14-3-3 Bad PPI = disrupts binding of bovine 14-3-3 zeta to phospho-Bad peptide; P63103; TR-FRET 14-3-3zeta/Dy647-pBad peptide displacement, 1 h; inhibition, % at 21.7 µM; 0.71% of 220,000 active;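 active = inhibition above about 70%, limit read from the data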;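 also: 0% = full 14-3-3 plus peptide FRET controls and 100% = background without 14-3-3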
Target sequence (P63103 whole entry, looked up): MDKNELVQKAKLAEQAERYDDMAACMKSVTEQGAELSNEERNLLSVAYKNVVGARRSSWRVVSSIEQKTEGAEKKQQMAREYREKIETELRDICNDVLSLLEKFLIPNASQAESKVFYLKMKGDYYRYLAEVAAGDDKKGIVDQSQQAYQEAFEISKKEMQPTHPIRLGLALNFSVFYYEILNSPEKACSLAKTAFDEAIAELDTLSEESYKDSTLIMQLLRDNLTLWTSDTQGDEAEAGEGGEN
Mdm2 ligase inh = inhibitors of human Mdm2 E3 ubiquitin ligase; Q00987; cell-based MDM2 ubiquitination luciferase reporter, 2 h; 0 = plate control, 100 = twice control, blank-subtracted; signal enhancement, % at 5 µM; 0.11% of 210,000 active;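 active = signal enhancement of 30% or more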;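 also: luminescence tracks abundance of the self-degrading MDM2-luciferase fusion protein; higher signal means inhibition of MDM2 E3 ligase activity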
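system = mammalian cells stably expressing self-ubiquitinating, self-degrading MDM2 E3–luciferase fusion | quantity = 2000 cells per well seeded | incubation = 4 h cell settling then 2 h compound exposure, 37 °C | signal = SteadyLite luminescence, 15 min reagent step | benchmarks = plate control and blank wells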
p47phox inh = inhibitors of human p47phox binding. P14598. p47phox/p22phox peptide binding, fluorescence polarization, 2 h. inhibition, % at 24.7 µM. 0.53% of 220,000 active. AID 1274;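 active = inhibition above about 30%, limit read from the data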;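 also: 0% = p47phox with labelled peptide and 100% = labelled peptide alone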
Hck-Nef inh = blocks Nef-activated human Hck kinase. P08631. Recombinant Hck-YEEI plus Nef, Z-Lyte FRET kinase assay. inhibition, % at 20 µM. 0.68% of 220,000 active;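 active = Hck-Nef kinase inhibition above about 50%, limit read from the data; inactive = inhibition below that limit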;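 also: 0% = DMSO with Hck plus Nef and 100% = Hck alone without Nef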
Target sequence (P08631 whole entry, looked up): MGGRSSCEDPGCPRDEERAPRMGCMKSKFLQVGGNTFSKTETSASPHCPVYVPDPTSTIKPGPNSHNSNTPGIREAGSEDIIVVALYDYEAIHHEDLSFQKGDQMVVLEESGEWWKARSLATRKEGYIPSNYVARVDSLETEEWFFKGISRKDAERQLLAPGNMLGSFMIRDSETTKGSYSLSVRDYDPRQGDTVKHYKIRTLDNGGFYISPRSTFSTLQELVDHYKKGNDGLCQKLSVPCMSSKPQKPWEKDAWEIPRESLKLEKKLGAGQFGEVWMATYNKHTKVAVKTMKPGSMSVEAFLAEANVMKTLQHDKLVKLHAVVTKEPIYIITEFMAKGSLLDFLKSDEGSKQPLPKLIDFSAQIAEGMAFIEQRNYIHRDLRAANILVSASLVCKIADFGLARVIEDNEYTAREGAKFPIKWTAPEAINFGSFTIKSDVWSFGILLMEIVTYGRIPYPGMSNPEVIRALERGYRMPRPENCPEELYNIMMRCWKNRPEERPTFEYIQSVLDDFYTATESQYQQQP
zVAD death inh = L929 zVAD cell death inhibition. AID 1377. viability rescue, % at 10 µM. 0.38% of 220,000 active. L929 zVAD necroptosis rescue, ATP luminescence, 24 h; with zVAD 60 µM;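 active = activation, scaled between plate controls, above about 75%, limit read from the data; inactive = activation under that limit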;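 also: 0% = zVAD with DMSO and 100% = DMSO alone without zVAD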
Runt-SMMHC FRET = inhibitors of human RUNX1 Runt domain binding to CBFb-SMMHC; Q01196+Q13951; Cerulean-Runt/Venus-CBFb-SMMHC FRET ratio 530/480, 1 h; inhibition, % at 20 µM; 0.74% of 220,000 active; AID 1434;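 active = mean inhibition across duplicate retests at 20 µM reaching about 50%, limit read from the data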;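 also: 0% = DMSO wells and 100% = wells with excess untagged CBFb-SMMHC; inhibitors lower the FRET ratio by blocking Runt binding to CBFb-SMMHC; some results filed as inactive read as strong as hits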
EBV gp42 inh = blocks Epstein-Barr virus glycoprotein 42 binding; Q1HVG2; Fluorescence polarization binding assay, mP read-out; inhibition, % (tested at 21.74 µM); 0.42% of 220,000 active; in the data active = inhibition above about 50%
Target sequence (Q1HVG2 whole entry, looked up): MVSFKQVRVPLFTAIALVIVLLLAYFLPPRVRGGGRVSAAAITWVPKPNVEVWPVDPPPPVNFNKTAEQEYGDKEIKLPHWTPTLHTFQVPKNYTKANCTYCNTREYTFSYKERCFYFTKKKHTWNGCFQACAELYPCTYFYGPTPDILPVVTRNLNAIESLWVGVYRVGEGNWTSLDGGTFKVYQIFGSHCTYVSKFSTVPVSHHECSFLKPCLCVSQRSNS
Runt-CBFb FRET = Runt domain-CBFb interaction inhibition | Q01196+Q13951 | Cerulean-Runt/Venus-CBFb FRET ratio 530/480, 1 h | inhibition, % at 20 µM | 0.46% of 220,000 active;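 active = inhibition over about 50% at 20 µM in the single-dose screen, limit read from the data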;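 also: 0% = DMSO wells and 100% = excess unlabeled CBFb competitor control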
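System: Cerulean-labeled Runt domain protein | Quantity: 100 nM of each labeled protein | Schedule: 1 h compound exposure, room temperature | Detection: Fluorescence energy transfer, 422 nm excitation, 530/480 nm emission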
Tb hexokinase = T. brucei hexokinase 1 inhibition | 0.11% of 220,000 active | inhibition, % at 10 µM | recombinant TbHK1, G6PDH-coupled NADH A340;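 active = inhibition of 50% or more in the single-dose primary screen; inactive = inhibition below 50%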
The depositor's hits bear a star; x = no result given; [ ] = another dose, or the depositor's remark.

SMILES | 14-3-3 Bad PPI | Mdm2 ligase inh | p47phox inh | Hck-Nef inh | zVAD death inh | Runt-SMMHC FRET | EBV gp42 inh | Runt-CBFb FRET | Tb hexokinase
Cc1c2c(nc3c(C(=O)NC4CCCCC4C)cnn13)CCCC2 (stereo not given) | 21 | -1 | -1 | 1 | -0.1 | 3 | -3 | -6 | 3
CCNC(=O)COc1ncnc2scc(-c3ccc(F)cc3)c12 | -3 | -6 | 2 | 20 | 1.1 | 2 | -8 | -1 | -5
COC(=O)c1ccccc1NC(=O)CCS(=O)(=O)c1ccc(Br)cc1 | 81* | -14 | -14 | 20 | 0.4 | 4 | 75* | 0 | 62*
CCOC(=O)c1cc2sccc2n1Cc1ccc(C#N)cc1 | 8 | 3 | -12 | 1 | -0.4 | 7 | 7 | -2 | 4
COc1ccc(CCN2C(=O)NC(NS(=O)(=O)c3ccc(NC(C)=O)cc3)(C(F)(F)F)C2=O)cc1OC (stereo not given) | -2 | -8 | 4 | -25 | -0.1 | -2 | 0 | 0 | 1
Nc1cc(-c2ccc(Cl)cc2)nn1-c1ccccc1 | -8 | -2 | -2 | -3 | 1.4 | 0 | 7 | 3 | 11
COc1ccc(N=c2oc3ccc(OC)cc3cc2-c2nc3ccccc3[nH]2)cc1 | 65 | 5 | 14 | 7 | -0.4 | -4 | -8 | -6 | -30
Cc1ccc(OCc2nnc(N)s2)cc1 | -10 | -3 | -10 | 21 | 2.3 | 2 | -15 | -1 | -4
Cc1cc(C)nc(NC(=O)c2c(-c3c(Cl)cccc3Cl)noc2C)n1 | 6[fluorescence artefact?] | -7 | -15 | 1 | 0.3 | 6 | -2 | 0 | -4
N#CNC(=Nc1ccccc1F)SCc1ccc(C(=O)O)cc1 | 11 | 1 | -9 | 14 | 26 | 4 | -3 | 2 | 1
O=[N+]([O-])c1ccccc1-c1ccc(C(=S)N2CCCC2)o1 | 4 | -5 | -1 | 28 | -0.8 | -14 | 3 | 6 | -11
CSc1nc(Cl)cc(Nc2ccccc2N)n1 | -12 | 21 | 3 | 16 | -0.2 | 1 | -5 | 1 | -7
O=S(=O)(Cc1ccc(Cl)cc1)N1CCCC1 | 1 | 8 | -12 | -6 | -0.4 | 0 | -23 | 0 | -1
COc1cc2cc(C(N)=O)c(N)nc2cc1OC | x | -8 | -4 | 2 | 2.4 | 79* | -13 | 101* | -3
O=C(NC1CC1)c1cccc(Br)c1 | -11[fluorescence artefact?] | 8 | -13 | 4 | 0.1 | 3 | -23 | -1 | 7
CC(=O)c1cccc(NC(=O)c2cc(C(C)C)on2)c1 | -1[fluorescence artefact?] | -15 | -10 | 16 | 2.3 | 2 | -5 | 1 | -2
CCCCC(=O)NNC(=S)NCc1ccccc1 | -3 | -1 | 3 | 1 | 1.6 | 2 | -7 | 0 | -1
CCCCC(NC(C)=O)c1nc2ccccc2n1CCC (stereo not given) | 11 | -2 | 1 | 0 | -0.1 | -1 | -29 | 1 | 0
O=S(=O)(Nc1ncccn1)c1ccc(NC(=S)NCCc2ccc(Cl)cc2)cc1 | -13 | -5 | 1 | 2 | 0.5 | 0 | 4 | -1 | -2
CCOc1ccccc1Oc1c(C)oc2c(CN3CCN(C)CC3)c(O)ccc2c1=O | 4 | -3 | -10 | 2 | -0.5 | 2 | -7 | -1 | -23
COc1ccc(C(=O)Nc2ccccc2C(=O)N(Cc2ccco2)C(C(N)=O)C(C)C)cc1 (stereo not given) | 46[fluorescence artefact?] | 8 | 26 | 2 | -0.2 | -4 | 6 | -2 | 2
CC(C)(O)c1nnn(-c2ccccc2)c1C(F)(F)F | 2 | -19 | -23 | 2 | 0.4 | -3 | -7 | -2 | 5
COc1ccc(OC)c(NC(=O)Nc2cccc3ccccc23)c1 | 7 | 0 | -2 | 0 | 0.8 | 2 | -26 | 1 | 0
O=C1CCC(=O)N1OCCCCOc1ccccc1 | 4[fluorescence artefact?] | 9 | -11 | 1 | 0.1 | -4 | -14 | -1 | 4
Cc1ccc(C(=O)N/C(=C\c2cccs2)C(=O)NCC2CCCO2)cc1C (stereo not given) | -22[fluorescence artefact?] | -3 | -10 | -5 | -0.5 | 2 | -3 | -1 | 16
COc1ccccc1N1CCN(CCOc2c(OC)cccc2OC)CC1 | 68 | -10 | 3 | 10 | -0.1 | -4 | -18 | 2 | -1
CC(C)Nc1nnc(SCC(=O)/C=C2\N(C)c3ccccc3C2(C)C)s1 | 0[fluorescence artefact?] | -8 | -37 | 1 | -0.1 | 2 | -15 | 2 | -12
O=C(N=Nc1c(O)[nH]c2ccccc12)c1ccco1 | -20 | -8 | -28 | 2 | 59 | -2 | -14 | 2 | -31
Cc1cc(=O)[nH]c2c1cnn2Cc1ccccc1 | -2 | -2 | -1 | -7 | -1.0 | 2 | 4 | -2 | -2
CCOC(=O)N1CCC(N2C(=O)c3ccccc3C2Nc2cc(Cl)c(OC)cc2OC)CC1 (stereo not given) | 4 | -7 | -15 | 10 | 0.8 | 9 | -9 | 7 | -14
CSc1nc2nccc(-c3ccc(Cl)cc3)n2n1 | 0 | -2 | -16 | 1 | 0.0 | 2 | -12 | 0 | -21
Cc1cccc(C2c3[nH]c4ccccc4c3CCN2Cc2cccn2-c2ncccn2)c1 (stereo not given) | -16 | -6 | -26 | 20 | 0.4 | 6 | 7 | 1 | 4
CC(=O)Nc1ccc(NC(=O)COC(=O)c2cnccn2)cc1 | -21 | -7 | -1 | 17 | 2.4 | 2 | -9 | 1 | -4
CCCCn1c2ccccc2c2nnc(SCC(=O)NC3=NN=C(c4ccccc4)CS3)nc21 | 6 | -2 | -26 | 5 | -0.3 | -6 | -28 | -6 | -19
COc1ccc(-c2ccc(F)cc2)cc1[C@H]1[C@H]2C=CC[C@@H](C)[C@@H]2C(=O)N1Cc1ccccc1 | 0 | 10 | -11 | 25 | 0.2 | 5 | -13 | 4 | -5
Cc1nc(NCc2ccco2)c2oc3ccccc3c2n1 | 29 | 11 | -4 | 2 | 3.0 | -1 | 5 | 2 | -3
S=c1[nH]nc(-c2ccccn2)n1/N=C/c1ccc(-c2ccccc2Cl)o1 | -15 | -5 | 8 | 76* | 1.4 | 11 | -3 | 10 | -31
CSCc1ccc(C(=O)Nc2ccc(C(N)=O)cc2)cc1 | -6 | -12 | -11 | -5 | 1.6 | 3 | 12 | 0 | -7
C=CCn1c(SCC(=O)NCc2ccc3c(c2)OCO3)nnc1C1COc2ccccc2O1 (stereo not given) | -11 | -5 | -10 | 0 | -0.1 | 1 | -1 | -2 | 7
COc1ccccc1NS(=O)(=O)c1ccc(NC(C)=O)cc1 | 1 | -22 | 3 | 3 | -0.5 | -2 | -4 | 0 | -5

Continued, overlapping the part above by four compounds.
SMILES | 14-3-3 Bad PPI | Mdm2 ligase inh | p47phox inh | Hck-Nef inh | zVAD death inh | Runt-SMMHC FRET | EBV gp42 inh | Runt-CBFb FRET | Tb hexokinase
S=c1[nH]nc(-c2ccccn2)n1/N=C/c1ccc(-c2ccccc2Cl)o1 | -15 | -5 | 8 | 76* | 1.4 | 11 | -3 | 10 | -31
CSCc1ccc(C(=O)Nc2ccc(C(N)=O)cc2)cc1 | -6 | -12 | -11 | -5 | 1.6 | 3 | 12 | 0 | -7
C=CCn1c(SCC(=O)NCc2ccc3c(c2)OCO3)nnc1C1COc2ccccc2O1 (stereo not given) | -11 | -5 | -10 | 0 | -0.1 | 1 | -1 | -2 | 7
COc1ccccc1NS(=O)(=O)c1ccc(NC(C)=O)cc1 | 1 | -22 | 3 | 3 | -0.5 | -2 | -4 | 0 | -5
Cc1cc(C)c2[nH]c(C(=O)Nc3ccc4c(c3)OCO4)cc2c1 | -3 | -12 | -12 | 22 | 0.5 | 0 | 0 | -1 | -1
Cc1nnc(SCC(=O)Nc2ccc3c(c2)OCO3)o1 | -9 | -14 | 2 | -1 | 1.8 | 3 | 0 | 1 | -8
CCOC(=O)CSc1nnc(N)s1 | -15 | -16 | 18 | 3 | -0.1 | 2 | -12 | -1 | 0
Cc1cc(NC(=O)c2cc(-c3cccc(Cl)c3)on2)no1 | 15 | -18 | -10 | 5 | 0.8 | -4 | -17 | 1 | -4
Cc1ccc(S(=O)(=O)c2nc(NN(C)C)sc2Cl)cc1 | 1 | -7 | 6 | -31 | 0.1 | 1 | 2 | 2 | 11
Cc1ccc(S(=O)(=O)CCC(=O)Nc2ccc(S(=O)(=O)N(C)C)cc2)cc1 | -1 | -9 | -6 | 16 | 1.7 | 3 | -24 | -1 | -3
COc1ccc(CC(=O)NNC(=O)c2nn(Cc3ccccc3)c(=O)c3ccccc23)cc1OC | 4 | -10 | 142* | -17 | -0.6 | 1 | -11 | -2 | 1
O=C(N/N=C/CCc1ccccc1)c1ccccc1 | -13 | -2 | -1 | 0 | 0.1 | 2 | 2 | -1 | 1
Cc1nn(C)c(N)c1[N+](=O)[O-] | -4 | -16 | -4 | 9 | 0.6 | -8 | -14 | 0 | -17
CCc1ccc(NC(=O)CSc2nc3ccccc3c(=O)n2CCCC(=O)N2CCCC2)cc1 | 10 | -7 | -14 | 3 | -0.2 | -8 | -1 | -1 | -12
CCOC(=O)c1ccc(NC(=O)CSC2=NC(=O)C(CC)C(=O)N2)cc1 (stereo not given) | 3 | -3 | -11 | 1 | 1.5 | 3 | 5 | 0 | 4
Cc1cc2ccccc2n1CCNC(=O)COc1ccccc1 | 0 | -12 | -3 | 0 | 0.1 | -41 | 7 | -26 | 14
O=C1CCC2c3ccc4ccccc4c3CCN12 (stereo not given) | -4 | -4 | -23 | 6 | -0.8 | 3 | -4 | -1 | -5
Cc1noc(C)c1CSc1nnc(-c2ccncc2)n1-c1ccc(Cl)c(Cl)c1 | -7[fluorescence artefact?] | -11 | -5 | 3 | 0.4 | -2 | -1 | -2 | -3
CN(C(=O)c1ccc2c(c1)OCO2)C1(C(=O)NC2CCCC2)CCCCC1 | 9 | -12 | -5 | 7 | -0.1 | 0 | -13 | 3 | 0
O=C(CN1CCN(S(=O)(=O)c2ccc(Br)cc2)CC1)N/N=C/c1cccnc1 | 22[fluorescence artefact?] | -15 | 2 | 1 | 1.5 | 4 | -4 | 0 | -4
CCc1ccc(/C=C/C(=O)c2ccc(S(=O)(=O)N(C)C)cc2)cc1 | 9[fluorescence artefact?] | -3 | -1 | 1 | 1.1 | -8 | -21 | -1 | -7
Cc1nc2nc(C)c(CCC(=O)Nc3ccc4c(c3)OCO4)c(C)n2n1 | -14 | 5 | -2 | 2 | 0.0 | 0 | -17 | 0 | -2
O=c1[nH]nc(-c2ccc(F)cc2)cc1Cc1cccs1 | -1 | 1 | -10 | 11 | 0.8 | -2 | -12 | 1 | -9
COc1ccccc1N(CC(=O)NC1CCCC1)C(=O)c1csnn1 | 0 | -14 | 0 | 4 | -0.1 | 0 | 4 | 2 | -5
CCC(C)(C)NC(=O)C(c1ccc(C)cc1)N(Cc1cccnc1)C(=O)c1csnn1 (stereo not given) | -2 | 2 | 5 | 7 | -0.9 | 2 | -3 | -2 | -1

Rewritten with two lines to a compound: 2 of the compounds above.
Every second line gives: 14-3-3 Bad PPI | Mdm2 ligase inh | p47phox inh | Hck-Nef inh | zVAD death inh | Runt-SMMHC FRET | EBV gp42 inh | Runt-CBFb FRET | Tb hexokinase
> O=C(CN1CCN(S(=O)(=O)c2ccc(Br)cc2)CC1)N/N=C/c1cccnc1
  22[fluorescence artefact?] | -15 | 2 | 1 | 1.5 | 4 | -4 | 0 | -4
> COc1ccccc1N(CC(=O)NC1CCCC1)C(=O)c1csnn1
  0 | -14 | 0 | 4 | -0.1 | 0 | 4 | 2 | -5
